ZTA DNA inh – ZTA (EBV) inhibition in EBNA-1 counter-screen; P03206; ZTA-DNA binding, fluorescence polarization; inhibition, % at 11 µM; hit rate 0.15% among 320,000; AID 2234; in the data active means inhibition above about 33%
Target sequence (P03206 whole entry, looked up): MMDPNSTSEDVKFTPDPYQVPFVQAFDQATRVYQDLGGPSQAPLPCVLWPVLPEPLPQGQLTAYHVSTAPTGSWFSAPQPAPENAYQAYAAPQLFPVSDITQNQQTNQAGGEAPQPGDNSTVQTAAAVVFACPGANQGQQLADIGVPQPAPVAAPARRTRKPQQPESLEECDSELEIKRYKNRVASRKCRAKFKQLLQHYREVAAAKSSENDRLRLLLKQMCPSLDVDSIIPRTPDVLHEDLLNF
CTSL1 counter – counter-screen for PFM18AAP inhibitors: inhibitors of F. hepatica cathepsin L1. recombinant F. hepatica cathepsin L1, Z-Leu-Arg-MCA fluorescence. inhibition, % at 5.96 µM. hit rate 0.49% among 300,000. AID 1906;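 active means inhibition above the mean of all tested compounds plus 3 SD, set per screening campaign, cut at about 17% in these data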;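 further: 0% = plate median of test compound wells and 100% = 1 µM Z-Phe-Ala-diazomethylketone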
Efflux pump inh – inhibitors of Candida antifungal efflux pumps expressed in yeast; AID 485275; inhibition, % at 10 µM; hit rate 0.44% among 330,000; S. cerevisiae Candida pump triplex, Nile Red efflux;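 active means plate passing quality check with inhibition over a set limit, or well fluorescence over plate mean plus 4 SD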;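 further: Nile Red retained in pooled yeast measured as flow cytometry median fluorescence; 0% = buffer negative control and 100% = Enniatin B positive control; higher means more Nile Red kept so more efflux inhibition; some compounds called inactive have numbers as strong as hits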
core dimer inh – blocks dimerization of HCV core protein; TR-FRET GST/Flag-core106 dimerization, 1536-well; inhibition, % at 5 µM; hit rate 0.33% among 300,000; AID 1899;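 active means inhibition above the mean of all tested compounds plus 3 SD, set per screening campaign, cut at about 45% in these data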
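System – GST-tagged and Flag-tagged HCV core protein residues 1-106 · Repeats – one well for each compound · Technique – TR-FRET 671 and 617 nm emission · Doses – one concentration, 5 µM, in 0.5% DMSO · Times – 4 h, 22.5 °C incubation · Also added – Eu donor and XL665 acceptor anti-tag antibodies · Measure – percent inhibition of core106 dimerization signal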
PP5 primary – blocks human protein phosphatase 5 activity; inhibition, % at 6.7 µM; hit rate 0.18% among 320,000; purified PP5c, OMFP substrate fluorescence;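 active means inhibition above the campaign's mean inhibition across all tested compounds plus 3 SD, cut at about 9.5% in these data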;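 further: 0% = DMSO only and 100% = 100 µM cantharidin control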
Target sequence (P53041 whole entry, looked up): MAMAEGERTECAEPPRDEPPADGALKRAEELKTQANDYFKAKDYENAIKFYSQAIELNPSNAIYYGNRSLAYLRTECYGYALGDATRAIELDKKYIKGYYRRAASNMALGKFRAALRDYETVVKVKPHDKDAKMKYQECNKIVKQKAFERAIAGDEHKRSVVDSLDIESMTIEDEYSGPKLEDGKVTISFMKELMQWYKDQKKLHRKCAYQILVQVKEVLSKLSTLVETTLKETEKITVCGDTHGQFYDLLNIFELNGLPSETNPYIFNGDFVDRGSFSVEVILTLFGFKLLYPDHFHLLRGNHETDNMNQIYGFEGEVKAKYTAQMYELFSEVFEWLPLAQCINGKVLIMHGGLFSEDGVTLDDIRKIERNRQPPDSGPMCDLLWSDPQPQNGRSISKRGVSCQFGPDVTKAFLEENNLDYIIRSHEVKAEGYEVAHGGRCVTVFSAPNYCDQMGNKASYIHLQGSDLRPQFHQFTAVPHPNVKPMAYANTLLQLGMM
TPT1 inh – blocks Candida albicans tRNA 2'-phosphotransferase; recombinant caTPT1, FP RNA substrate dephosphorylation; inhibition, % at 5 µM; hit rate 0.81% among 300,000;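 active means inhibition above the mean of all tested compounds plus 3 SD, set per screening campaign, cut at about 24% in these data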;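 further: plate controls were DMSO alone for no effect and ferristatin control at 100 nM for full effect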
EBNA-1 inhibitor – blocks EBNA-1 binding to DNA; EBNA-1 DNA binding, fluorescence polarization; inhibition, % at 14.8 µM; hit rate 0.34% among 300,000; AID 1950; in the data active means inhibition above about 28%
PP1 inh – counter-screen for PP5 inhibitors: inhibitors of human PP1-alpha | P62136 | purified PP1alpha, OMFP fluorescence | inhibition, % at 6.7 µM | hit rate 0.9% among 320,000;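 active means inhibition above the mean inhibition of all tested compounds plus 3 SD, computed separately for each screening campaign, cut at about 15% in these data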
Target sequence (P62136 whole entry, looked up): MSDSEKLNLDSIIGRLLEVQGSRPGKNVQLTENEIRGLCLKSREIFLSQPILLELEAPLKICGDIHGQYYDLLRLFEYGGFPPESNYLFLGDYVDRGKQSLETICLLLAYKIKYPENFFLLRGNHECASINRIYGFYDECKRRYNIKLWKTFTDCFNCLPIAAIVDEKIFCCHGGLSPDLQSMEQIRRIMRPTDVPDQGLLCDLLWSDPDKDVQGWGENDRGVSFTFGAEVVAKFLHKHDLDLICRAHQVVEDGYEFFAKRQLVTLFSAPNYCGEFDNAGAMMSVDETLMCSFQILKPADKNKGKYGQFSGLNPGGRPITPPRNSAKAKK
PREPL inh – human PREPL enzyme inhibition. Q4J6C6. recombinant PREPL, fluorescence polarization activity-based probe. inhibition, % at 5.96 µM. hit rate 0.68% among 320,000; in the data active means inhibition above about 43%;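 further: 0% = enzyme with DMSO and 100% = wells lacking enzyme; many of its hits are not listed in these tables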
Starred values were filed as active, the others as inactive; nt = not tested or not shown. This is a subset. The share of hits here may be higher or lower than overall.

Results follow in this order: ZTA DNA inh	CTSL1 counter	Efflux pump inh	core dimer inh	PP5 primary	TPT1 inh	EBNA-1 inhibitor	PP1 inh	PREPL inh
- N#Cc1ccc(-c2csc(NNC(=O)c3ccccc3)n2)cc1
  3	1	0.1	6	1.7	-6	3	3	-5
- COc1cc(C)ccc1OCCCOc1ccccc1Cl
  9	2	-0.2	-2	1.1	-5	5	-1	10
- CCOC(=O)C1CC(=O)c2cc(OC)c(OC)cc2C1 (stereo not given)
  14	-2	0.0	9	1.3	-1	4	1	17
- Cc1csc(N(C(=O)c2ccccc2F)c2ccccc2)n1
  -8	-2	0.0	3	-0.2	2	4	-2	-5
- CC(=O)Nc1ccc(NC(=O)CSc2ccc3nnc(-c4ccccn4)n3n2)cc1
  15	-1	0.0	9	1.2	-2	6	-1	-4
- Fc1ccc(-c2csc3nnc(SCc4cccnc4)n23)cc1
  -18	-3	-0.9	-3	3.0	-5	1	4	-27
- CCC(Sc1nc2ccc(N)cc2s1)C(=O)Nc1nccs1 (stereo not given)
  -4	-2	-0.1	4	-0.7	0	-15	0	11
- CCCCNC(=O)Nc1nnc(-c2ccc(Cl)cc2)o1
  7	0	0.0	2	-0.7	2	10	-4	2
- Cc1ccc(NC(=O)C2OCCc3ccccc32)cc1C (stereo not given)
  -2	2	0.2	0	0.2	4	-8	1	-4
- CC1=C(C(=O)Nc2ccc(Cl)cc2)C(c2ccncc2)C(C#N)=C(SCC(N)=O)N1 (stereo not given)
  -4	5	0.1	0	1.4	-4	-7	-1	-34
- COc1ccc(OC)c(Nc2nc(N)nc(CSc3nnc(N)s3)n2)c1
  2	5	-0.1	3	-0.4	-3	2	-1	10
- Cc1ccc(NC(=O)C2CCN(C(=O)c3ccc(F)cc3)CC2)nc1
  7	-3	0.1	-5	0.1	-4	3	-1	6
- Cc1cc[n+](-c2nc([O-])sc2/C=N/Nc2ccc([N+](=O)[O-])cc2)cc1
  -21	1	-0.1	16	3.4	-3	-7	-4	22
- O=C(/C=C/c1ccccc1)c1ccccc1
  11	-1	0.0	5	0.6	-3	3	4	-16
- O=C(Cn1nc(C(F)(F)F)c2c1CCC2)NCc1ccc(F)cc1
  12	-4	0.0	-1	-0.9	-1	9	-1	-1
- Cc1ccc(NC(=O)CSc2nc(=O)n(Cc3ccncc3)c3c2CCC3)c(C)c1
  0	-1	0.1	-1	0.4	0	-4	-1	5
- Cc1ccc(-c2csc(N3CCN(c4cc5c(cc4Cl)nc(-c4ccncc4)n5CCOCCO)CC3)n2)cc1
  10	-1	0.3	-10	4.1	6	-3	0	21
- CCOC(=O)C1C2C=CC3(CN(c4cccc(Cl)c4)C(=O)C13)O2 (stereo not given)
  16	-1	0.1	-9	1.4	3	9	-4	2
- CC(C)COC(=O)n1c(SCC(=O)N(C)C)nc2ccccc21
  -8	1	-0.1	-1	1.9	0	10	1	0
- COc1ccc(OC(C)C(=O)Nc2ccccc2C(F)(F)F)cc1 (stereo not given)
  -6	-2	0.1	-4	1.6	0	-1	0	-2
- NC(=O)c1nsc(C(=O)N(c2ccccc2)C(C(=O)NCC2CCCO2)c2ccc(F)cc2)c1N (stereo not given)
  -11	0	0.1	2	-0.6	-5	0	3	-3
- COc1ccc(C(=O)N2CCN(C(C)=O)CC2)cc1S(=O)(=O)NCc1ccc(Cl)cc1
  15	-6	-0.1	-1	-1.2	0	-2	-1	5
- CCCCN(c1ccccc1)S(=O)(=O)c1cccc2cccnc12
  -2	-3	0.0	6	0.8	0	6	-4	-13
- Cc1ccc(NC(=O)C(C)OC(=O)c2ccc(Cl)nc2)cc1S(=O)(=O)N1CCOCC1 (stereo not given)
  -3	-2	-0.1	9	1.5	1	1	-6	12
- COc1ccc(CCNC(=O)c2cccn2C)cc1
  16	-1	1.2	-4	-0.4	1	7	0	7
- CCOC(=O)N1CCN(C(=O)CN(C)S(=O)(=O)c2ccc(F)cc2)CC1
  0	-3	-0.2	1	1.8	0	5	-3	-8
- Cc1cccc(C)c1NC(=O)CN(C)C(=O)Cn1c(=O)cnc2ccccc21
  -9	-2	0.1	-5	1.8	-1	-6	-2	8
- O=C(c1cnc2sccn2c1=O)N(Cc1ccccc1)c1ccccn1
  -16	3	0.2	-6	1.9	1	1	-4	-12
- COc1ccccc1CC(=O)Nc1ccc(S(=O)(=O)N2CC(C)CC(C)C2)cc1 (stereo not given)
  -4	nt	1.0	nt	4.1	nt	nt	-3	7
- COc1ccc(NC(=O)Nc2c(O)ccc3ccccc23)cc1
  -17	-2	-0.2	-7	4.9	-2	4	-5	18
- Cn1c(SCc2nnc(-c3ccc(F)cc3)o2)nnc1C1COc2ccccc2O1 (stereo not given)
  -5	1	0.1	12	3.6	2	2	1	-25
- Fc1ccc(NC(=S)Nc2ccccc2OC(F)F)cc1Cl
  19	3	-0.2	-5	0.8	1	-1	-2	12
- CCOC(=O)c1c(C)[nH]c(C(=O)C(C)OC(=O)c2cnc(C)cn2)c1C (stereo not given)
  1	nt	0.0	nt	0.9	nt	nt	-8	1
- Cc1c(C(=O)N(C)c2cccc(Cl)c2)cnn1-c1ccccc1
  -16	-2	0.1	1	-0.3	-1	-1	3	2
- Cn1c(-c2ccccc2)cccc1=O
  16	-3	0.3	-2	0.4	1	10	-3	3
- COc1ccc(C(=O)NCCc2cn3ccc(C)cc3n2)cc1
  -5	1	0.0	17	-1.2	-2	-1	-3	0
- CCOc1ccc(N(CC(=O)NCc2ccccc2)S(=O)(=O)c2ccc(C)cc2)cc1
  -1	-1	0.0	-2	3.3	-1	-6	3	0
- COC(=O)c1cccc(N(C(=O)CNC(=O)c2ccco2)C(C(=O)NC2CCCC2)c2ccco2)c1 (stereo not given)
  0	-8	-0.1	-2	-0.1	0	-8	0	1
- O=C(Cc1ccccc1)NCC(=O)OCc1cccc([N+](=O)[O-])c1
  -4	-12	0.1	-4	1.1	2	-2	-2	6
- COc1ccc(NC(=O)CSc2nnc(C3CCCCC3)n2N)cc1
  -3	-6	0.0	4	-0.5	0	-5	-12	5

Brought forward from above: 2 compounds, followed by the next part.
Results follow in this order: ZTA DNA inh	CTSL1 counter	Efflux pump inh	core dimer inh	PP5 primary	TPT1 inh	EBNA-1 inhibitor	PP1 inh	PREPL inh
- O=C(Cc1ccccc1)NCC(=O)OCc1cccc([N+](=O)[O-])c1
  -4	-12	0.1	-4	1.1	2	-2	-2	6
- COc1ccc(NC(=O)CSc2nnc(C3CCCCC3)n2N)cc1
  -3	-6	0.0	4	-0.5	0	-5	-12	5
- COCCNC(=O)Nc1ccc2c(c1)N(C)C(=O)c1ccccc1S2
  1	3	-0.1	3	3.9	-1	14	-2	-3
- O=C(Cc1ccccc1[N+](=O)[O-])NC1CC2CCC1C2 (stereo not given)
  16	1	-0.1	3	-0.7	4	18	1	-1
- CC(CN1CCCCC1)OC(=O)c1ccc2c(c1)OCCO2 (stereo not given)
  0	4	-0.2	-21	0.2	-2	1	-4	9
- O=C(O)Cn1nc(-c2ccc(F)cc2)oc1=O
  19	1	-0.2	4	-1.8	0	1	-1	6
- CC(C)c1ccc(N(CC(=O)N/N=C/c2ccc(OC3CSC3)cc2)S(=O)(=O)c2ccccc2)cc1
  -11	4	-0.4	24	1.1	-2	-10	-6	-2
- CCOC(=O)c1cnc2ccc(Cl)cc2c1NCCN(C)C
  14	0	0.1	2	1.7	-4	-6	-2	2
- COc1cc(OC)c2c(-c3ccccc3)cc(=O)oc2c1C(CCN1CCN(c2ccccc2)CC1)c1ccc(N(C)C)cc1 (stereo not given)
  10	0	nt	8	5.2	0	8	16*	15
- Cc1ccc(C(=O)COc2cc(C)nc3nncn23)cc1
  -8	0	0.0	-3	1.0	1	-9	-1	7
- CCNC(=O)c1ccc(N(C)S(=O)(=O)c2cccs2)cc1
  5	-6	-0.1	-2	3.3	-1	-20	-7	6
- CCCCCCSc1ccc([C@@H]2[C@@H]3C(=O)N(CC)C(=O)[C@@H]3[C@]3(C(=O)OC)CCCCN23)cc1OC
  -5	7	0.0	-11	4.9	2	-11	1	-6
- COC(=O)c1c(NC(=O)Cc2ccccc2)sc2c1CCN(C(C)C)C2
  12	-2	0.0	3	0.9	-2	2	-4	2
- CC(=O)c1ccc(NC(=O)C(C)N(C)CC(=O)Nc2cccc(F)c2)cc1 (stereo not given)
  -8	-1	0.0	3	0.8	-3	3	-3	-7
- CC(C)[C@H](NC(=O)c1ccccc1)C(=O)OCC(=O)Nc1ccc2c(c1)OCCO2
  -14	-31	0.1	5	3.3	0	-2	-3	3
- CN1CCN(C(c2ccc(F)cc2)c2nnnn2Cc2cccs2)CC1 (stereo not given)
  3	-2	0.1	12	2.0	-3	-9	-1	5
- Cc1nc2ccccc2n1C(=O)c1cc(-c2ccc(Br)cc2)nc2ccccc12
  9	-2	0.0	3	2.1	-4	4	5	-5
- CC(=O)OCC(=O)Nc1c(C)cccc1C
  0	2	0.0	1	1.6	0	-1	-4	5
- C/C(=C\c1ccccc1)C(=O)Nc1ccc(S(=O)(=O)Nc2ncccn2)cc1
  -7	-2	-0.2	0	0.3	-2	7	-6	8
- CNNC(=S)Nc1cccc(SC)c1
  -15	1	0.1	0	2.4	-1	-6	-8	-17
- COc1ncc(-c2ccc3c(c2)S(=O)(=O)c2cccc(C(=O)NCc4ccco4)c2C3=O)cn1
  6	nt	0.1	nt	-0.4	nt	nt	-4	-5
- COc1ccc(-c2cc(-c3nnc(COC(=O)CC4CC5CCC4C5)o3)c3ccccc3n2)cc1OC (stereo not given)
  -3	-3	0.1	-2	2.2	2	-8	0	-7
- O=CN1CCCN(Cc2nc(Cc3ccccc3F)no2)CC1
  -16	-1	-0.1	-4	1.0	-3	-4	-5	-1
- CC(C)CC(=O)OC1C(N2CCOCC2)c2c(ccc(/C=C/C(=O)N3CCOCC3)c2O)OC1(C)C (stereo not given)
  1	0	-2.5	3	-1.1	2	12	-4	18
- O=C(c1ccc(C(=O)N2CCOCC2)s1)N1CCOCC1
  -17	-1	-0.1	-2	-0.1	3	3	-3	9
- N#Cc1c(=O)c2nc(NCc3ccccc3)ncc2n2ccccc12
  -24	4	0.0	11	1.1	-8	-3	2	24
- CC(C)C(=O)Nc1nc2cc3c(cc2s1)OCO3
  -4	0	0.0	4	1.7	0	-11	-4	-18
- Cc1ccc(CNC(=O)C2CCN(S(=O)(=O)c3ccc(Br)s3)CC2)cc1
  -6	-2	0.2	0	2.0	1	-12	2	-2
- Cn1c(=O)c2c(nc(NCC3CCCO3)n2C)n(C)c1=O (stereo not given)
  -27	0	0.0	-4	-0.6	-1	-4	2	-25
- CCn1c(N)c(C(=O)NCc2ccc3c(c2)OCO3)sc1=S
  -6	10	-0.1	-15	0.6	3	1	-4	4
- CC(C)(C)c1nc(N2CCN(C(=O)c3ccco3)CC2)c2nnn(Cc3ccccc3)c2n1
  -21	-1	0.0	10	4.4	-5	-7	10	14
- O=C(NCc1ccc2c(c1)OCO2)c1ccc(CS(=O)(=O)Cc2cccc(Cl)c2)o1
  -4	2	0.3	-1	4.6	3	-11	0	-4
- COC(=O)Cn1ccc(-c2ccc(Cl)cc2)c(C#N)c1=O
  6	1	0.0	2	-0.8	-1	3	-3	-10
- C=CCOc1ccccc1/C=N/NC(=O)Cc1ccc(C)cc1
  -8	1	0.0	-6	4.3	-2	-1	4	-3
- CCN(C(=O)COC(=O)c1cc(OC)c(OC)cc1[N+](=O)[O-])C1CCS(=O)(=O)C1 (stereo not given)
  -11	-1	0.0	-5	0.5	3	-7	-2	-7
- O=C(NCc1ccccc1)/C(=C\c1ccccc1)NC(=O)c1ccco1
  9	-1	0.0	5	2.2	1	3	-2	0
